Screens from PubChem BioAssay.
KB-V1 cytotox: KB-V1 MDR subline cytotoxicity. AID 1347076. KB-V1 MDR cells viability, CellTiter-Glo, 72 h. hit rate 3.4% among 400,000. Potency, µM (doses to about 46.1 µM), without a hit: top-dose activity change, negative = cytotoxicity, most hits filed as cytotoxic; note: potency is the fitted concentration of half-maximal effect; % is set by controls: 0 for no effect and ±100 for the full control effect; nearly all actives have a fitted effect of over 60% in size
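Following 72 h at 37 degrees C with compound, KB-V1 cell viability was read by CellTiter-Glo luminescence, medium being phenol-red-free DMEM plus 10% FBS; concentration-response parameters came from normalized, curve-fitted qHTS data.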
HT1080NT lethal: kills 2HG-producing HT-1080-NT fibrosarcoma cells; HT-1080-NT fibrosarcoma viability, CellTiter-Glo ATP luminescence, 48 h; Potency, µM (highest dose often 46.1 µM), inactives show at the highest dose activity, negative = less viability, hits mostly cytotoxic; hit rate 1.6% among 360,000; AID 686970;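 note: NT is the 2HG producing partner of a matched IDH1 knockdown line; potency is the fitted concentration of half-maximal effect; 0% = DMSO-treated cells and -100% = media-only wells without cells; nearly all actives have a fitted effect of over 55% in size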
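Fibrosarcoma NT cells, 750 per well in 5% FBS RPMI, were exposed to compound for 48 hours. Viability: CellTiter-Glo luminescence.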
SW480 rerep: inducers of DNA re-replication in SW480 colon cancer cells | SW480 DNA re-replication, Hoechst DNA content imaging, 48 h | Potency, µM (titrated, usually from 46.1 µM), without a hit: top-dose re-replication activation, most hits filed as activators | hit rate 1.8% among 340,000; note: potency is the fitted concentration of half-maximal effect; % of control where 0% means no effect; nearly all actives have a fitted effect of over 55% in size
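Quantitative HTS format with DMSO vehicle controls; 48 hr drug incubation at 37 C, then 40 min Hoechst staining and scanning imager measurement at 405 nm excitation.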
IL-1B inflam inh: inflammasome signaling inhibition, IL-1 beta readout | THP-1 LPS/ATP IL-1B secretion, AlphaLISA, 16 h; active compounds read low | activity change, % at 57.5 µM | hit rate 4.7% among 360,000; in the data active = activity change below about -50%; inconclusive = mostly about -30% to -49%; note: % is set by controls: 0 for no effect and ±100 for the full control effect
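THP-1 cells pretreated 1 hr with compounds (up to 57.5 uM final), then stimulated with LPS (250 ng/mL final) plus ATP (1.25 mM final); secreted IL-1B measured by AlphaLISA after 16 hr, decreased signal indicating inhibition.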
KB-3-1 tox: kills parental KB-3-1 adenocarcinoma cells. KB-3-1 viability, CellTiter-Glo ATP luminescence, 72 h. Potency, µM (doses to about 46.1 µM), for inactives: top-dose activity change, negative = cytotoxic, usual class: cytotoxic. hit rate 1.4% among 400,000. AID 1347075; note: potency is the fitted concentration of half-maximal effect; % is set by controls: 0 for no effect and ±100 for the full control effect; nearly all actives have a fitted effect of over 60% in size
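Viability of parental KB-3-1 cells, measured by CellTiter-Glo luminescence, followed a 72 h incubation at 37 °C with pinned compounds in phenol-red-free DMEM containing 10% FBS.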
GLP1R cytotox: cytotoxicity in counter-screen for GLP-1R inverse agonists | hit rate 0.13% among 410,000 | AID 624418 | Potency, µM (titrated, usually from 38.3 µM), inactives show at the highest dose activity change, negative = inhibition, most hits filed as inhibitors | HEK293 cAMP-luciferase reporter cells, luminescence, 24 h;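 note: loss of luciferase light is scored as toxicity; potency is the fitted concentration of half-maximal effect; % is set by controls: 0 for no effect and ±100 for the full control effect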
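1536-well qHTS counterscreen of the MLSMR; 200 cells/uL, 12 h pre-incubation, 23 nL cpd, 24 h at 37 deg C 5% CO2, luciferase detection reagent, 12 min RT, luminescence. Inhibition = undesired.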
D3 ag: D3 dopamine receptor (human) agonism | P35462 | D3R DiscoveRx beta-arrestin cells, luminescence, 90 min | max activation, % | hit rate 0.58% among 410,000; in the data active = max activation above about 30%; note: 0% is about no effect; mostly tested at two doses, the higher about 12 µM
Target sequence (P35462 whole entry, looked up): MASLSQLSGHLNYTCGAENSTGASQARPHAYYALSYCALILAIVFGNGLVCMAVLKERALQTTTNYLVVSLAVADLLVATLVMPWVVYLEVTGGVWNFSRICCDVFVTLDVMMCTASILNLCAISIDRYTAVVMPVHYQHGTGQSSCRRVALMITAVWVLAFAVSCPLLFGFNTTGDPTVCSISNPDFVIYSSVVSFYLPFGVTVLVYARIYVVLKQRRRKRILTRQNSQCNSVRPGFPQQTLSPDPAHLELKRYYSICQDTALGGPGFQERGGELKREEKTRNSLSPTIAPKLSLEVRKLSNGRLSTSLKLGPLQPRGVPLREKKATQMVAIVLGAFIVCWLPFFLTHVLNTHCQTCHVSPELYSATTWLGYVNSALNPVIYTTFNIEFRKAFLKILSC
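Agonist mode: compounds and dopamine controls were applied to plated cells for 90 min at 37 degrees C after an overnight attachment at 1500 cells/well. Luminescent read-out followed 30 - 60 minutes at room temperature with DiscoveRx detection reagent.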
MCF10A rereplic: inducers of DNA re-replication in MCF 10A breast cells; MCF 10A DNA re-replication, Hoechst nuclear intensity, 48 h; hit rate 2.9% among 350,000; AID 624296; Potency, µM (highest dose often 46.1 µM), for the others: top-dose activity, positive = re-replication, actives largely listed as activators; note: potency is the fitted concentration of half-maximal effect; % of control where 0% means no effect; nearly all actives have a fitted effect of over 50% in size
HT1080 IDH1KD tx: kills HT-1080 cells with IDH1 knockdown; HT-1080 IDH1 knockdown viability, ATP luminescence, 48 h; hit rate 2% among 360,000; Potency, µM (doses to about 46.1 µM), inactives show at the highest dose activity, negative = toxicity, most hits filed as cytotoxic;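 note: potency is the fitted concentration of half-maximal effect; 0% = DMSO wells and -100% = cell-free medium wells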
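% activity derives from luminescence (CellTiter-Glo), normalised to DMSO and no-cell wells. HT-1080-IDH1KD cells, 750/well, had 48 h compound exposure at 37 °C.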
Active calls of the source: *; ? = inconclusive; . = not tested or not shown; [ ] = dose if it differs, or a comment. Unless noted, calls come from the whole dose curve; as a rule, active = well fitted curve in the direction sought with a large enough effect; inconclusive = small, poorly fitted or top-dose-only effect, or another doubt; inactive = no such curve, though single readings can be large; an effect the other way counts as inactive or inconclusive.

Fields – KB-V1 cytotox, HT1080NT lethal, SW480 rerep, IL-1B inflam inh, KB-3-1 tox, GLP1R cytotox, D3 ag, MCF10A rereplic, HT1080 IDH1KD tx
> COc1ccc2[nH]c3c(c2c1)CCN1C(=O)C(CC(=O)NCCc2ccccn2)C[C@H](C(=O)N(C(C)C)C(C)C)[C@@]31C (stereo not given in full)
  0%, 1%, -2%, -22, 0%, 1%, 7, 13%, 0%
> CN(c1cccc(NC(=O)c2ccc(C(C)(C)C)cc2)c1)S(C)(=O)=O
  ?, 23µM*, ?, ?, ?, -13%, -17, 0%, ?
> CN1C(=O)/C(=C/c2ccc(OCc3ccccc3F)cc2)N(C)C1=S
  7%, -10%, 0%, 1, -6%, 1%, 1, 1%, 0%
> O=C(CCc1nc(-c2ccccc2)no1)NCc1ccco1
  -6%, -5%, -7%, -1, -5%, 12%, -5, 0%, 1%
> O=S(=O)(NCc1ccc(Cl)cc1)c1cnc[nH]1
  19%, 14%, -4%, -26, 16%, -3%, -2, 4%, 3%
> COc1ccc(NC(=O)CCNC(=O)C2CCN(S(=O)(=O)c3ccc(OC)cc3)CC2)cc1
  0%, 4%, ?, 4, 5%, -2%, 8, 16%, 4%
> O=C(CN1C(=O)NC2(CCCCCC2)C1=O)N1CCN(S(=O)(=O)c2ccccc2)CC1
  -2%, 12%, 1%, -12, -1%, -4%, 1, 1%, 1%
> N#Cc1cc2c(nc1SCC(=O)N1CCCCC1)CCCCC2
  ?, 3%, -6%, ?, -1%, -10%, -5, 20%, 4%
> NC(=O)C1CCN(C(=O)Cc2ccsc2)CC1
  0%, -8%, -5%, 38, -2%, -1%, -4, 3%, 0%
> CCOC(=O)N1CCN(c2nc3ccccc3nc2C(C#N)C(=O)NCCc2ccccc2)CC1 (stereo not given)
  -25%, 15%, 7%, -2, ?, 14%, 5, ?, 14%
> Cc1ccc(C(=O)NCCc2nnc(SCC(=O)Nc3nc(-c4ccccc4)cs3)n2C)cc1
  1%, -4%, -1%, 16, 12%, 2%, -10, 3%, 3%
> CCOc1ccc(Oc2c(/C=N/NC(=O)C3CC3)c(C)nn2-c2ccccc2)cc1
  -4%, -16%, 0%, 6, ?, -13%, 3, ?, -13%
> COc1ccc(-n2cnc3cc(NCc4ccco4)ccc32)cc1
  -13%, 1%[9.24 µM], ?, -18, 4%, -28%, 17, 16%, 4%
> Cc1nnc(N2CCN(Cc3ccccc3)CC2)[nH]c1=O
  -10%, 3%, -2%, 4, -28%, -2%, -11, -2%, -13%
> CC1Cn2c(nnc2-c2cc3ccccc3cc2O)S1 (stereo not given)
  -16%, 2%, 0%, -10, -6%, 0%, -4, -1%, -3%
> CC(C)C(NC(=O)OCc1ccccc1)C(=O)NCc1ccc(C(=O)O)cc1 (stereo not given)
  -1%, -1%, -48%[inhibitor], -10, 1%, 21%, -15, 0%, 0%
> CC1(C)C2([N+](=O)[O-])CN(CCO)CC1([N+](=O)[O-])CN(CCO)C2
  3%, -6%, 3%, 19, -4%, 14%, -5, -3%, 2%
> O=C(c1cc(C2CCCCN2S(=O)(=O)c2ccccc2)on1)N1CCOCC1 (stereo not given)
  4%, ?, ., 0, 0%, 2%, 0, ., 20%
> CC(=O)c1ccc(NC(=O)COC(=O)CC2CC3CCC2C3)cc1 (stereo not given)
  -14%, 1%, ?, -7, 3%, 0%, -11, 4%, 2%
> C[C@@H]1CCC[C@@]2(O[C@H](CCO)C[C@H](O)[C@H]2O)O1
  -7%, 3%, ?, 37, -1%, 3%, -23, 5%, 8%
> CC(Oc1ccc(-c2nnco2)cc1)C(=O)N1CCOCC1 (stereo not given)
  -9%, 7%, 5%, 10, -2%, -27%, 2, 3%, 10%
> CCN(C(=O)CSc1nc2ccccc2n1CCc1ccccc1)C1CCS(=O)(=O)C1 (stereo not given)
  ?, -11%, ?, -10, -13%, ?, -3, ?, -7%
> CC12CCC(=O)N1C(C(=O)NCCN1C(=O)S/C(=C\c3ccc(F)cc3)C1=O)CS2 (stereo not given)
  -19%, 1%, 11%, -63*, 1%, -1%, 4, 2%, 2%
> CN1CCN(C(=O)c2cc(=O)c3cc(Cl)cc(Cl)c3o2)CC1
  -7%, 2%, 0%, -9, 8%, -13%, 10, 6%, -1%
> C[C@H](NC(=O)C1CC(=O)N(c2ccc3c(c2)OCO3)C1)C(=O)NC1CCCCC1 (stereo not given in full)
  ?, 11%, 9%, -20, 3%, 0%, 7, 14%, 16%
> O=C(C1CC(=O)N(C2CCCCC2)C1)N1CCN(c2cccc(C(F)(F)F)c2)CC1 (stereo not given)
  ?, -3%, -1%, -5, ?, -1%, 3, ?, -3%
> NC(Cc1c[nH]c2ccccc12)C(=O)NCc1ccccc1 (stereo not given)
  -3%, 0%, -10%, -14, 3%, -5%, -5, -1%, -11%
> Cc1oc(-c2ccc(-c3ccccc3)cc2)nc1CN1CCN(CC(=O)N(C)C)CC1
  -26%, 3%, -38%[inhibitor], 22, -3%, -11%, 0, 3%, 2%
> O=C(Nc1cc(Cl)ccc1F)C1=COCCO1
  19%, 12%, -13%, 0, 6%, 0%, -15, 2%, 8%
> Cc1cc(C)c(C#N)c(SCc2nnc(-c3ccccc3)o2)n1
  3.7µM*, -5%, 8.2µM*, 0, -12%, 115%[activator], -3, 2.6µM*, 5%
> Cc1cc2cc(C(c3nnnn3C3CCCC3)N(Cc3cccnc3)Cc3ccco3)c(=O)[nH]c2cc1C (stereo not given)
  -3%, ?, ?, ?, -1%, ?, -7, ?, 10µM*
> Cc1ccc(C)c(-n2c(-c3csc(C)c3C)n[nH]c2=S)c1
  -12%, 0%, -10%, 28, -19%, ?, 8, 10%, -9%
> CSc1ccc(-c2cccc3nncn23)cc1
  1%, 22%, ., -17, 0%, -3%, 6, ., 11%
> Cc1cccc(-c2cc(C(=O)N/N=C/c3cccnc3)c3ccccc3n2)c1
  ?, -11%, ?, -20, -3%, 1%, 6, 6%, -22%
> COc1ccc(-c2nc(CSc3nnc(C)n4c3cc3oc(C)cc34)c(C)o2)cc1OC
  4%, ., ., ., 17%, -9%, 10, ., .
> CCCC(C)C(=O)Nc1ccc(NC(C)=O)cc1 (stereo not given)
  26%, 12%, 0%, -22, 18%, 4%, -2, -6%, 17%
> CCn1c(=O)cc(SCC(=O)N2CCN(c3ccccn3)CC2)c2ccccc21
  ?, -1%, -2%, -14, 26%, -1%, 2, 10%, -4%
> CCCc1cc2c(cc1NC(=O)c1ccccc1C)OCO2
  2%, -1%, -4%, -22, 5%, 9%, -5, -1%, -5%
> COC(=O)C1C(=O)/C(=C/N(C)C)C(=O)CC1(C)C (stereo not given)
  6%, -2%, 7%, -13, 0%, 13%, 1, -35%[inhibitor], -1%
> O=C1CCC(C(=O)OCC(=O)c2c[nH]c3ccccc23)=NN1
  -2%, -3%, -5%, 0, -5%, -6%, -3, -5%, -5%
> NC(=O)c1ccccc1NC(=O)c1ccccc1F
  3%, 6%, 0%[9.22 µM], -1, -18%, 27%, -10, -2%, 11%
> Cc1ccc(-c2ccc(=O)n(CCC(=O)N3CCN(c4ccccc4)CC3)n2)cc1
  -14%, -3%, ?, ?, 1%, -6%, 9, 5%, -22%
> O=S(=O)(NCC(c1ccccc1)N1CCC(O)CC1)c1ccc(Cl)cc1 (stereo not given)
  -21%, 2%, -6%, -9, -8%, -9%, -3, -2%, 1%
> O=c1[nH]nc(-c2ccc([N+](=O)[O-])o2)c(=O)[nH]1
  -16%, 4%, -5%, 13, ?, -3%, 1, -19%, -6%
> COc1ccc(OC)c(N(CC(=O)Nc2cccnc2)S(=O)(=O)c2ccccc2)c1
  ?, 6.5µM*, -21%, 73, -2%, -4%, 1, 2%, 3.3µM*

Part of the list above in order of formula weight, low to high.
Fields – KB-V1 cytotox, HT1080NT lethal, SW480 rerep, IL-1B inflam inh, KB-3-1 tox, GLP1R cytotox, D3 ag, MCF10A rereplic, HT1080 IDH1KD tx
> CCCC(C)C(=O)Nc1ccc(NC(C)=O)cc1 (stereo not given)
  26%, 12%, 0%, -22, 18%, 4%, -2, -6%, 17%
> O=C1CCC(C(=O)OCC(=O)c2c[nH]c3ccccc23)=NN1
  -2%, -3%, -5%, 0, -5%, -6%, -3, -5%, -5%
> Cc1ccc(C)c(-n2c(-c3csc(C)c3C)n[nH]c2=S)c1
  -12%, 0%, -10%, 28, -19%, ?, 8, 10%, -9%

Compounds above that contain an aryl thioether with sulfur outside any ring, in the order listed:
Fields – KB-V1 cytotox, HT1080NT lethal, SW480 rerep, IL-1B inflam inh, KB-3-1 tox, GLP1R cytotox, D3 ag, MCF10A rereplic, HT1080 IDH1KD tx
> N#Cc1cc2c(nc1SCC(=O)N1CCCCC1)CCCCC2
  ?, 3%, -6%, ?, -1%, -10%, -5, 20%, 4%
> Cc1ccc(C(=O)NCCc2nnc(SCC(=O)Nc3nc(-c4ccccc4)cs3)n2C)cc1
  1%, -4%, -1%, 16, 12%, 2%, -10, 3%, 3%
> CCN(C(=O)CSc1nc2ccccc2n1CCc1ccccc1)C1CCS(=O)(=O)C1 (stereo not given)
  ?, -11%, ?, -10, -13%, ?, -3, ?, -7%
> Cc1cc(C)c(C#N)c(SCc2nnc(-c3ccccc3)o2)n1
  3.7µM*, -5%, 8.2µM*, 0, -12%, 115%[activator], -3, 2.6µM*, 5%
> CSc1ccc(-c2cccc3nncn23)cc1
  1%, 22%, ., -17, 0%, -3%, 6, ., 11%
> COc1ccc(-c2nc(CSc3nnc(C)n4c3cc3oc(C)cc34)c(C)o2)cc1OC
  4%, ., ., ., 17%, -9%, 10, ., .
> CCn1c(=O)cc(SCC(=O)N2CCN(c3ccccn3)CC2)c2ccccc21
  ?, -1%, -2%, -14, 26%, -1%, 2, 10%, -4%
